# Screening data from PubChem.
# GSH bead fluor – compound fluorescence on glutathione beads, profiling panel, artefact control, biophysical, 488/530 nm, flow cytometry | 190,000 tested, 0.25% active | fluorescence (KMESF) at 10 µM | GSH beads flow cytometry, compound fluorescence 488/530 nm; active compounds read high | AID 1776, 2009; in the data active = fluorescence above about 89;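 also: glutathione beads carrying GST-tagged Bcl family fusion proteins plus one bare bead set; values are compound well signal with DMSO vehicle wells as background; inactives centre near 16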
# Bim-Bcl-2 – inhibitors of Bim-Bcl-2 binding, primary screen, biochemical, multiplexed, human Bcl-2 family | Bead-based flow cytometry, Bim peptide-Bcl-2 binding | inhibition, % at 10 µM | 190,000 tested, 0.06% active; in the data active = inhibition above about 40%;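 also: 0% = no compound wells with probe peptide and 100% = reference peptide inhibitor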
# Target sequence (P10415 whole entry, looked up): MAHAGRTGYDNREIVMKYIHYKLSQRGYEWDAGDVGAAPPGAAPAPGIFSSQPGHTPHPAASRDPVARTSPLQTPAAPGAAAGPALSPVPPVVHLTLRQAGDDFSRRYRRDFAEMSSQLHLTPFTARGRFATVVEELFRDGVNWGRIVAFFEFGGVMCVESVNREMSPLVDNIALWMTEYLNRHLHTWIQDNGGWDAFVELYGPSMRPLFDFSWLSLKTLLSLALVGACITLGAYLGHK
# RGS7-Gao – RGS7-Galphao binding modulators, primary screen, biochemical, multiplexed bead flow cytometry; AID 1439, 2008; 220,000 tested, 0.35% active; actives lie on both sides; binding response (% of control), % at 10 µM; Guanine nucleotide-binding protein G(o) subunit alpha (Homo sapiens), P09471; in the data active = binding response below about 49% or above about 150%;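 also: fluorescent Galphao held in activated GDP-AlF4 state binding bead-coupled RGS7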
# RGS4-Gao reg – modulators of RGS4 binding to Galphao, primary screen, biochemical, multiplexed bead flow cytometry. Guanine nucleotide-binding protein G(o) subunit alpha (Homo sapiens), P09471. actives lie on both sides. binding response (% of control), % at 10 µM. 220,000 tested, 0.33% active; in the data active = binding response below about 49% or above about 150%; inactive = in between;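 also: fluorescent Galphao activated with aluminum fluoride binding bead-coupled RGS4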
# Bcl-W Bim block – inhibitors of Bim binding to Bcl-W, primary screen, biochemical, multiplexed, bead-based flow cytometry. 190,000 tested, 0.02% active. Bim peptide-Bcl-W binding. inhibition, % at 10 µM;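 also: 0% = bound tracer without compound and 100% = peptide blocker; higher means less fluorescent Bim peptide bound to Bcl-W beads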
# Target sequence (Q92843 whole entry, looked up): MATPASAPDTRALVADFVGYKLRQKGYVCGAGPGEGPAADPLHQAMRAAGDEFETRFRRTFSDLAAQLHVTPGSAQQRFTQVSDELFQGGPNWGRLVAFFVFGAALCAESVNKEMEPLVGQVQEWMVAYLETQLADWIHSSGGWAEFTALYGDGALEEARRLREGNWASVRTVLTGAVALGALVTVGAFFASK
# RGS8-Gao – RGS8-Galphao binding modulators, primary screen, biochemical, multiplexed bead flow cytometry; AID 1423, 2008; Guanine nucleotide-binding protein G(o) subunit alpha (Homo sapiens), P09471; response (percent of control binding), % at 10 µM; actives lie on both sides; 220,000 tested, 0.34% active; in the data active = response below about 60% or above about 140%; inactive = in between;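 also: Galphao activated as the GDP aluminium fluoride complex binding bead-coupled RGS8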
# Mcl1-Bid inh – Mcl-1/Bid binding inhibitors, primary screen, biochemical, TR-FRET, 1536-well; Induced myeloid leukemia cell differentiation protein Mcl-1 (Homo sapiens), Q07820; TR-FRET Mcl-1/Bid-Dy647 peptide binding; inhibition, % at 21.7 µM; 220,000 tested, 0.97% active; AID 1021, 2008;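 active = compounds that cut the binding signal by more than half at the single screening dose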;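 also: His-tagged Mcl-1 with europium anti-His antibody binding Bid BH3 peptide; 0% = Mcl-1 plus peptide wells and 100% = peptide-only wells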
# Target sequence (Q07820 whole entry, looked up): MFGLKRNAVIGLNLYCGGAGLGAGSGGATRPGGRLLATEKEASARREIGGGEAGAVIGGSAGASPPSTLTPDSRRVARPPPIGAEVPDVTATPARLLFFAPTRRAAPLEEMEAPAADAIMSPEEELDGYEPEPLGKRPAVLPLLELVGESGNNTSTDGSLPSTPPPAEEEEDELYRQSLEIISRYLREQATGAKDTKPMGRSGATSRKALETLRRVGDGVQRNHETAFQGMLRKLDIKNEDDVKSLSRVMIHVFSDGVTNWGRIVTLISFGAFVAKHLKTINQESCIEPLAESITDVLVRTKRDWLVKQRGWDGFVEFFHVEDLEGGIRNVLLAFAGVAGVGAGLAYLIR
# Bim-Mcl-1 – inhibitors of Bim peptide binding to Mcl-1, primary screen, biochemical, bead-based flow cytometry, multiplex | Induced myeloid leukemia cell differentiation protein Mcl-1 (Homo sapiens), Q07820 | Bim peptide-Mcl-1 binding | inhibition, % at 10 µM | 190,000 tested, 0.1% active | AID 1009, 2008;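 also: 0% = no compound tracer wells and 100% = peptide blocker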
# Bcl-XL Bim block – inhibitors of Bim-Bcl-XL binding, primary screen, biochemical, multiplexed, bead flow cytometry, human Bcl-XL; AID 1007, 2008; inhibition, % at 10 µM; 190,000 tested, 0.04% active; Bim peptide-Bcl-XL binding, fluorescence; Bcl-2-like protein 1 (Homo sapiens), Q07817
# Bim-Bcl-B – inhibitors of Bim-Bcl-B binding, primary screen, biochemical, multiplexed, human Bcl-2 family; Bcl-2-like protein 10 (Homo sapiens), Q9HD36; bead-based flow cytometry, Bim peptide-Bcl-B binding; inhibition, % at 10 µM; 190,000 tested, 0.073% active; AID 951, 2007;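 also: 0% = tracer peptide without compound and 100% = reference inhibitor peptide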
# Target sequence (Q9HD36 whole entry, looked up): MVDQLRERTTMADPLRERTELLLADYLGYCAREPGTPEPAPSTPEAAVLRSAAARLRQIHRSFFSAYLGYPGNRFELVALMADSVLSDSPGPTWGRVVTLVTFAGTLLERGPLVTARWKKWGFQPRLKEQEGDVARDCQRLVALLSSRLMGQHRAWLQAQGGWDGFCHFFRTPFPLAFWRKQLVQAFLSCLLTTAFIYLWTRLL
# Bfl-1 Bim block – inhibitors of Bim binding to Bfl-1, primary screen, biochemical, multiplexed, bead-based flow cytometry; Bcl-2-related protein A1 (Homo sapiens), Q16548; Bim-Bfl-1 binding inhibition; inhibition, % at 10 µM; 190,000 tested, 0.12% active;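 also: 0% = wells without compound plus tracer and 100% = blocker peptide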
# * hit, by the source's call. Rule as the data show it, unless noted: active = inhibition above about 40%.
GSH bead fluor,Bim-Bcl-2,RGS7-Gao,RGS4-Gao reg,Bcl-W Bim block,RGS8-Gao,Mcl1-Bid inh,Bim-Mcl-1,Bcl-XL Bim block,Bim-Bcl-B,Bfl-1 Bim block,mol
63,0,99,102,-1,100,-4,-1,0,1,-4,Cc1cc(C)n2nc(-c3ccc(F)cc3)nc2n1
4,2,108,109,-2,109,-64,-3,-5,-7,-1,CC(C)CC(=O)NC(=S)Nc1ccc(S(=O)(=O)Nc2nccs2)cc1
23,-2,98,98,-2,101,-41,0,0,-3,-1,COCC(=O)N/N=C/c1ccc(Sc2nc3ccccc3s2)o1
28,-1,102,93,0,96,15,-3,-5,-2,-1,CC(C)OCC(O)CN1CCNCC1 (stereo not drawn)
66,-1,89,96,0,100,0,0,-2,0,-1,Nc1ccn([C@@H]2O[C@H](CO)[C@@H](O)C2O)c(=O)n1 (stereo partly drawn)
12,-8,96,98,-5,99,3,-2,-10,-9,-10,CN(CCNC(=O)c1ccc(/C=N/O)nc1)Cc1ccccc1
26,2,103,100,3,103,-5,3,2,0,-4,COc1cccc(C(C(=O)NC(C)(C)C)N(CC(C)C)C(=O)CCC(=O)Nc2cc(C)on2)c1OC (stereo not drawn)
16,-4,92,94,3,90,-7,1,-7,0,0,CCN(CC)C(=O)CSc1nnc(-c2ccncc2)n1N
28,-10,99,100,0,99,-20,-2,-10,-5,-12,O=C(Nc1nccs1)c1ccc(Cl)c(S(=O)(=O)N2CCOCC2)c1
17,2,104,103,-2,102,-26,2,-2,-1,-3,O=C(N/N=C/c1cccs1)c1cncc(Br)c1
25,-11,100,102,-3,101,-15,-4,-10,-8,-22,CCOC(=O)C1CCN(c2c(NCc3ccc(C(=O)NCCOC)cc3)c(=O)c2=O)CC1
15,-5,99,100,-5,102,-66,-6,-7,-9,-7,O=c1c2ccccc2[nH]c(=S)n1-c1cccc(S(=O)(=O)N2CCCC2)c1
42,-2,101,98,3,101,-8,0,9,21,-4,CCC(CC)C(=O)N1CCN(Cc2ccc3c(c2)OCO3)CC1
34,-9,100,104,-1,99,-3,0,5,-2,-10,O=C(CSc1ncnc2c1oc1ccccc12)Nc1cccc(Cl)c1
14,-1,103,100,-4,104,-15,-2,-3,-6,-9,O=C1CCC(C(=O)N2CCCC(C(=O)c3ccc4c5c(cccc35)CC4)C2)=NN1 (stereo not drawn)
21,-6,103,102,-3,100,-4,-5,-2,3,1,Cc1c(NC(=O)C(C)OC(=O)c2cccc([N+](=O)[O-])c2)c(=O)n(-c2ccccc2)n1C (stereo not drawn)
12,2,99,101,1,101,0,-4,-2,-3,-7,COc1cc2c(cc1OC)C1(CCCC1)CNC2c1cccc([N+](=O)[O-])c1 (stereo not drawn)
9,-3,101,102,0,104,-6,1,-3,-2,-11,COc1ccc(Cc2nc(-c3ccc(Br)cc3)no2)cc1
21,-1,101,102,0,100,-14,0,0,1,-1,CCCCn1c(SCC(=O)N2CCCC2)nc2c1c(=O)n(C)c(=O)n2C
17,-11,99,102,-1,103,-4,-1,-6,-8,-12,Cc1c(NC(=O)C(C)OC(=O)CNC(=O)c2ccc(C(C)(C)C)cc2)c(=O)n(-c2ccccc2)n1C (stereo not drawn)
18,0,92,101,-2,99,5,-2,-7,-2,-5,COc1cccc(C(c2nnnn2CC2CCCO2)N2CCN(C(=O)c3ccco3)CC2)c1OC (stereo not drawn)
22,0,101,102,1,102,-24,2,3,-3,0,COc1ccc(NC2c3ncccc3C(=O)N2Cc2cccs2)cc1 (stereo not drawn)
10,2,95,95,4,99,1,1,-1,2,0,Cc1cc(C)nc(SCc2nnc(SCC(N)=O)o2)n1
14,-7,110,108,-1,102,-10,-2,-2,-5,-4,COc1cccc(C2=NN(S(C)(=O)=O)C(c3cccs3)C2)c1 (stereo not drawn)
10,-8,96,101,-6,100,-6,-6,-4,-15,-12,CCOC(=O)CCCSc1nc(-c2ccc3c(c2)OCO3)cc(C(F)(F)F)c1C#N
44,-5,93,97,0,102,-13,-1,-7,-7,-10,Cc1cccc(C(C)C)c1NC(=O)c1cccnc1
33,-10,104,107,-2,107,0,1,-12,-6,-13,Cc1c(NC(=O)CN2C(=O)c3ccccc3C2=O)c(=O)n(-c2ccccc2)n1C
37,-6,98,102,-4,104,38,-7,-3,-5,-4,FC(F)(F)c1cccc(OCCOCCn2cncn2)c1
26,-3,80,87,0,90,-94,-3,-3,-1,-5,O=C(N/N=C/c1ccccc1O)C(=O)Nc1ccccn1
22,-3,123,117,-1,124,-30,-2,0,-1,0,Cc1[nH]nc2ncc(C(=O)c3ccccc3O)cc12
13,1,105,104,1,102,-9,0,-1,-1,0,COC(=O)c1cc(Br)c(=O)n(-c2cccc(F)c2)c1
10,-3,99,101,-1,102,-78,-1,0,-3,-1,CCN(/C=N/c1sc2c(c1C#N)CCCCC2)CC
13,-5,108,105,-2,99,3,-4,-2,-3,-3,O=c1c(O)c(-c2ccc3c(c2)OCO3)oc2ccccc12
11,-6,127,138,-5,110,-68,-2,-8,-7,-2,CSc1ccc(OC2CCN(Cc3ccccc3)CC2)cc1
21,-2,101,103,-2,105,4,0,-1,-1,-2,COc1ccc(Cl)c(S(=O)(=O)N2CCCC2)c1
19,-3,112,103,-3,101,-14,1,0,-1,-4,Cc1cc(NC(=O)c2ccc(COc3ccccc3Cl)o2)no1
73,-2,101,95,0,96,-10,-1,-2,0,0,Cc1c(C(=O)Nc2cc(S(=O)(=O)N3CCOCC3)ccc2N2CCOCC2)oc2ccccc12
27,-5,108,108,-4,113,-15,-3,-3,-2,-6,COc1cccc(-c2nc(CS(=O)(=O)CC(=O)NCCCN3CCc4ccccc4C3)c(C)o2)c1
12,-2,99,96,-5,100,8,-5,-5,-3,-2,O=C(Cc1cccc(C(F)(F)F)c1)NCc1cccc(Cl)c1
17,-2,110,106,-5,103,-8,-3,-6,-10,-5,CC(C)(C)N(NC(=O)Nc1ccc(F)cc1)C(=O)c1ccccc1
57,-4,97,97,-1,95,0,-3,-5,-5,-4,CC(C)NS(=O)(=O)c1ccc(OCC(=O)Nc2ccc3c(c2)OCO3)c(Cl)c1
19,-2,101,104,-3,101,-15,-2,-8,-6,-7,COc1ccc(Nc2ccncc2[N+](=O)[O-])cc1
27,-1,104,103,1,100,-9,-3,0,-3,-3,CC(=O)Nc1ccc(C(=O)OCC(=O)/C(C#N)=C(\C)N)cc1
4,-1,101,98,2,102,-72,-1,-6,-9,3,O=C(CSc1ccccn1)N1CCN(c2cccc(Cl)c2)CC1
16,-2,100,98,-4,104,-15,-5,-1,-6,-6,COc1ccc(CN2CCN(C(=O)C3CCC(CNS(=O)(=O)c4ccccc4)CC3)CC2)c(OC)c1OC (stereo not drawn)
16,-5,93,97,0,99,5,-1,0,-5,-8,O=C1c2[nH]nc(-c3ccccc3O)c2C(c2ccc(F)cc2)N1CC1CCCO1 (stereo not drawn)
10,-5,101,102,-5,110,-4,-2,-4,-6,-2,CCOC(=O)c1c(-c2ccc(F)cc2)csc1NC(=O)CN1C(=O)NC2(CCCCC2C)C1=O (stereo not drawn)
69,-2,105,100,-2,100,-98,-3,-3,-1,-1,COc1cccc(NC(=S)NN=C2CCC(C(C)(C)C)CC2)c1 (stereo not drawn)
18,-4,103,102,-2,100,-1,-3,-3,-6,-7,Clc1cccc(Cc2nn[nH]n2)c1
21,-4,94,99,4,98,2,3,-2,-1,3,CC(C)OCCCNc1ncc2c(n1)CC(c1cccs1)CC2=O (stereo not drawn)
23,0,95,100,0,102,-9,1,0,-1,-3,O=C(/C=C/c1cccc([N+](=O)[O-])c1)Nc1ccc(Cl)cn1
38,-12,97,99,1,107,-17,-10,-6,-7,-6,CCn1c2ccccc2c2cc(NC(=O)COC(=O)C3CCC(=O)N3)ccc21 (stereo not drawn)
14,-6,98,101,-2,98,-46,-4,-9,-16,3,CCOC(=O)C(NC(=O)Nc1ccc(O)cc1)(c1ccccc1)C(F)(F)F (stereo not drawn)
23,4,90,88,8,92,-25,2,3,4,4,Cn1cccc1Cc1nnc(SCC(=O)Nc2ccc3c(c2)OCCO3)n1CCc1ccccc1
50,-3,90,95,-1,103,-3,-1,-4,-3,-3,CCCCOC(=O)Nc1ccc(OC)cc1S(=O)(=O)N1CCOCC1
9,-10,104,99,-4,101,1,-5,-7,-8,-11,O=C(Nc1ncc(Cc2cccc(Cl)c2)s1)c1ccc([N+](=O)[O-])cc1
21,-3,95,93,-6,100,-29,-6,-5,-6,-1,Nc1cccc(NC(=O)c2cccs2)c1
4,0,99,98,-1,100,-122,1,-1,-1,0,O=C(NC(=S)NNS(=O)(=O)c1ccccc1)c1ccc([N+](=O)[O-])cc1
37,-5,102,94,0,99,17,1,0,-4,-11,Cc1cc(NS(=O)(=O)c2ccc(NC(=O)Nc3ccccc3)cc2)no1
53,-7,105,103,-4,104,-4,-5,-8,-4,-15,CC(C)(C)C(O)(CC#CCN1CCCC1)c1ccccc1 (stereo not drawn)

# Additional entries follow.
GSH bead fluor,Bim-Bcl-2,RGS7-Gao,RGS4-Gao reg,Bcl-W Bim block,RGS8-Gao,Mcl1-Bid inh,Bim-Mcl-1,Bcl-XL Bim block,Bim-Bcl-B,Bfl-1 Bim block,mol
15,-2,100,100,0,95,-3,0,0,-4,0,CCOC(=O)c1sc(NC(=O)CSc2nnc(Cc3ccccc3)o2)c(C(=O)OCC)c1C
14,-3,104,100,-5,94,-9,-3,-6,-2,2,COc1cccc(NC(=O)C(=O)N2CCOCC2)c1
15,0,103,108,0,104,-3,0,-2,-6,-6,C/C(CS(=O)(=O)c1ccccc1)=N\O
22,-1,101,101,0,103,-19,-3,0,-3,-14,CCOC(=O)c1[nH]c(C)c(C(=O)OCC(=O)N2c3ccccc3CC2C)c1C (stereo not drawn)
11,-2,102,101,-5,102,-20,-1,-5,-3,-6,COc1nc(OCC#N)nc(N2CCCCC2)n1
21,-1,101,100,-2,100,-15,-3,-2,-1,-1,COC(=O)C1C(=O)NC(SC)=C(C#N)C1c1ccccc1 (stereo not drawn)

# Quoted at random: three compounds from above
GSH bead fluor,Bim-Bcl-2,RGS7-Gao,RGS4-Gao reg,Bcl-W Bim block,RGS8-Gao,Mcl1-Bid inh,Bim-Mcl-1,Bcl-XL Bim block,Bim-Bcl-B,Bfl-1 Bim block,mol
15,0,103,108,0,104,-3,0,-2,-6,-6,C/C(CS(=O)(=O)c1ccccc1)=N\O
11,-2,102,101,-5,102,-20,-1,-5,-3,-6,COc1nc(OCC#N)nc(N2CCCCC2)n1
22,-1,101,101,0,103,-19,-3,0,-3,-14,CCOC(=O)c1[nH]c(C)c(C(=O)OCC(=O)N2c3ccccc3CC2C)c1C (stereo not drawn)
